Bioassay records from PubChem.
Shiga inhibitor – inhibitors of Shiga toxin in Vero cells. Vero cells, Shiga toxin protein synthesis inhibition reporter. inhibition, % at 38.7 µM. 9.2% of 290,000 active; in the data active means inhibition mostly above about 28%, no sharp cut-off; inactive means mostly below about 43%; further: 0% is about no effect
Cycloheximide cs – counter-screen hit for Shiga toxin inhibitors, cycloheximide; max response, %; AID 2314; cell reporter, cycloheximide protein synthesis inhibition counterscreen; 12% of 300,000 active; in the data active means max response mostly above about 13%, no sharp cut-off; inactive means mostly below about 14%; further: read at 38.3 µM for the half of the compounds with a filed dose; 0% is about no effect
Pf growth 96h – inhibits malaria parasite growth, 96 h; P. falciparum luciferase reporter growth, 96 h; Potency, µM (titrated, usually from 28.7 µM), without a hit: at the highest dose activity change, negative = inhibition, most hits filed as inhibitors; 6.9% of 320,000 active; further: potency means the concentration at half of the fitted maximal effect; on the % scale 0 is the no-effect control and ±100 the full control effect
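Luminescence readout: decreased luciferase signal marks inhibited growth of reporter-expressing P. falciparum in infected red cells (2% hematocrit, 0.05% parasitemia final), exposed to compound two generations (96 h, 37 C, 5% CO2).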
Pf growth 48h – inhibits P. falciparum growth in the first generation, 48 h; P. falciparum luciferase growth in erythrocytes, 48 h; Potency, µM (doses to about 28.7 µM), for inactives: at the top dose activity change, negative = inhibition, actives largely listed as inhibitors; 5.9% of 310,000 active; further: potency means the concentration at half of the fitted maximal effect; on the % scale 0 is the no-effect control and ±100 the full control effect
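Erythrocytes infected with P. falciparum carrying an integrated firefly luciferase reporter (2% hematocrit, 0.1% parasitemia final) were exposed to compounds in RPMI 1640 with 0.5% Albumax at 37 C, 5% CO2. Growth inhibition was scored as reduced luminescence.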
FBPA Giardia inh – blocks Giardia fructose-bisphosphate aldolase activity; A8B2U2; purified Giardia FBPA; Potency, µM (highest dose often 59.6 µM), for the others: at the top dose activity, negative = inhibition, hits mostly inhibitors; 0.71% of 290,000 active; AID 2451; further: potency means the concentration at half of the fitted maximal effect; on the % scale 0 is the no-effect control and ±100 the full control effect; nearly all actives have a fitted effect of over 55% in size
Target sequence (A8B2U2 whole entry, looked up): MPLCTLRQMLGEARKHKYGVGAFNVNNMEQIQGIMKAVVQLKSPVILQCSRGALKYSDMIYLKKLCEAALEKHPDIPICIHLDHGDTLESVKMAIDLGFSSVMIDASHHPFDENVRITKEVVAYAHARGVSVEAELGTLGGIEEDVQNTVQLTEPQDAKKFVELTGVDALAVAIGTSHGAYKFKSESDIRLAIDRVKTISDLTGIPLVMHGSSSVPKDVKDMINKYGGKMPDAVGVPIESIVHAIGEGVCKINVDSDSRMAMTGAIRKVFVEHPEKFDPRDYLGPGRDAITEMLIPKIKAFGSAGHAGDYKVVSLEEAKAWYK
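Giardia FBPA (40 nM reagent) was preincubated 10 min at RT with compound (up to 57.5 uM final), then substrate plus GAPDH/TPI/NAD/arsenate coupling system with diaphorase/resazurin was added; resorufin fluorescence (525/598 nm) was read after 20 min.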
HCV inhibitor – blocks hepatitis C virus. AID 651820. 3.4% of 340,000 active. Huh7.5.1 HCVcc-Cre infection, luciferase reporter, 44 h. Potency, µM (highest dose often 41.8 µM), for the others: top-dose activity change, negative = inhibition, most hits filed as inhibitors; further: potency means the concentration at half of the fitted maximal effect; on the % scale 0 is the no-effect control and ±100 the full control effect
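Infectious HCV cell culture screen: compound-treated cells (1,000/well, pre-plated 4 h) are infected with HCVcc-Cre at roughly 0.5 moi and grown 44 h. Infection is quantified by luciferase signal after 15 min substrate incubation at room temperature.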
Starred values were filed as active, the others as inactive; i = inactive; ? = inconclusive; / = no result given; & = joins results of further samples; [ ] = remark or other dose. Unless noted, the call rests on the fitted dose curve; in most records, active means well fitted curve in the direction sought with a large enough effect; inconclusive means small, poorly fitted or top-dose-only effect, or another doubt; inactive means no such curve, though single readings can be large; an effect the other way counts as inactive or inconclusive.

Structure	FBPA Giardia inh	HCV inhibitor	Cycloheximide cs	Pf growth 96h	Shiga inhibitor	Pf growth 48h
COc1ccc(N2CCN(C(=O)Cc3ncc(C(F)(F)F)cc3Cl)CC2)cc1	-19.9%	1.1%	-1.3	-7.1%	-4.4	-15.8%
Cc1ccc(S(=O)(=O)c2cc(O)ccc2O)cc1C	-10.1%	-8.5%	-2.1	23.3%	-15.6	11.6%
CCCCOc1ccccc1C(=O)N(Cc1ccco1)C1CCS(=O)(=O)C1 (configuration not stated)	-11.1%	16.7%	8.6	2.4%	-3.7	13.1%
CCN(CC)C(=O)C1CCCN(C/C=C/c2ccccc2[N+](=O)[O-])C1 (configuration not stated)	?	-15.5%	-0.8	-8.2%	-6.0	0.0%
COc1cccc(-c2c(-c3cc(OC)cc(OC)c3)n(C)c3ccc(Br)cc23)c1	/	-13.5%	/	?	/	?
N/C(=N\c1nc2ccccc2o1)NC(=O)c1ccccc1Br	1.5%	?	32.7*	28.8%	80.5*	74.7%[activator]
COC(=O)c1ccccc1NC(=O)C12CC3CC(C1)CC(n1cnc(Cl)n1)(C3)C2	-7.8%	?	-2.8	?	-2.5	-25.8%
CCc1c(C)nc2ccc(Br)cc2c1SCCC#N	-0.3%	?	-2.6	-20.3%	-7.4	-25.5%
COc1ccccc1C(=O)Nc1c(C)cc(Br)cc1C	3.5%	?	10.6	?	17.8	-8.1%
COc1ccc(OC)c(/C=N/Nc2cc(C)nc(N3CCOCC3)n2)c1	-6.9%	?	7.1	?	-4.3	-7.2%
O=S(=O)(NCc1ccncc1)c1ccc(Br)s1	4.8%	?	6.9	/	11.0	18.0%
Oc1ccc(Cc2ncc(C(F)(F)F)cc2Cl)cc1	1.6%	-21.1%	-3.7	?	-2.4	-14.4%
Cc1ccc(C)c(NC(=O)CCC(=O)NNC(=O)COc2cc(C)ccc2C)c1	/	-0.2%	1.3	8.0%	-3.4	-0.7%
CCCc1c(C(=O)NNc2cc(C(F)(F)F)ccc2Cl)cnn1-c1ccccc1	-6.2%	?	1.1	?	-6.4	?
CCN1C(=O)NC(=O)/C(=C\c2cn(CC(=O)O)c3ccccc23)C1=O	-3.3%	/	-7.2	-6.5%	3.1	-1.5%
COc1ccc(CC(=O)Nc2ccccc2N2CCOCC2)cc1OC	2.7%	0.3%	-1.2	9.1%	-2.8	4.8%
COc1ccc(C2=NO[C@@H]3C(=O)N(c4ccc5c(c4)OCCO5)C(=O)[C@H]23)cc1OC	-29.7%	5.4%	37.6*	19.1%	47.9*	57.8%[activator]
S=C(NCc1ccc(Cl)c(Cl)c1)NCc1ccco1	5.1%	-3.5%	-3.5	?	-4.0	-9.3%
COC(=O)c1ccc(CSc2nc3scc(-c4cccs4)c3c(=O)[nH]2)o1	-9.9%	19.4%	-4.2	-12.4%	0.5	-23.4%
COc1cc2c(cc1OC)-c1nnc(C)n1C(C)(C)C2	-1.6%	6.3%	-4.6	i	-16.6	1.0%
CC(OC(=O)c1ccc(=O)n(Cc2ccccc2)n1)C(=O)Nc1cccc(Cl)c1 (configuration not stated)	/	-25.0%	/	20.4%	/	-15.7%
CCCCCC(C)N (configuration not stated)	-2.1%	/	/	12µM*	/	?
CCOC(=O)[C@H]1[C@H]2COc3ccccc3[C@@H]2N2C(=O)c3cc(Cl)ccc3NC(=O)[C@@]12C	/	-5.8%	/	11.7µM*	/	10.4µM*
CC(C)(C)OC(=O)[C@H](Cc1ccccc1)NC(=O)c1nc[nH]c1C(=O)NCc1ccccc1	?	-3.3%	-3.0	1.0%	-8.9	-1.5%
O=C(CSc1nc(=O)n2ccccc2n1)NCc1ccc(F)cc1	/	0.0%	/	-10.0%	/	40.5%[activator]
COC(=O)C(Cc1ccccc1)NC(=O)C12CC3CC(CC(C3)C1)C2 (configuration not stated)	4.9%	7.0%	-9.1	-25.8%	-16.0	6.8%
OCCN(C=NC1=NN(c2cccc(C(F)(F)F)c2)CC1)CCO	0.1%	-21.1%	-2.4	410.3%[activator]	-13.2	61.0%[activator]
O=C1OC(c2ccc(Cl)cc2)=C/C1=C/c1cccnc1	3.4%	32.9%[activator]	-4.5	?	1.9	24.1%
Cc1ccccc1-n1c(C)cc(/C=N/NC(=O)c2ccncc2)c1C	-0.6%[12.9 µM]	-3.1%	35.8*	?	67.9*	?
CC(=O)Nc1ccc(S(=O)(=O)NCCC(=O)NCCOc2ccccc2)cc1	/	6.4%	/	0.8%	/	-10.8%
CCCCCCSc1ncc(C#N)c(N)n1	5.3%	16.8%	29.0*	-26.3%	36.7*	29.1%
NS(=O)(=O)c1cccc(NC(=O)CSc2ncc(C(F)(F)F)cc2Cl)c1	1.8%	?	-0.9	?	-1.6	?
CC(C)c1ccc(NC2(C#N)C(=O)Nc3ccccc32)cc1 (configuration not stated)	/	8.7%	1.9	/	-3.8	-14.5%
Cc1ccc2[nH]c(=O)c(CN(CCO)C(=O)NCc3ccccc3)cc2c1	-7.9%	-9.9%	8.2	-25.6%	-12.0	-17.4%
COCc1ccc(CN2CCC(C(=O)Nc3cccc(-c4cscn4)c3)CC2)o1	/	?	-2.0	5.5%	-3.9	-8.4%
CC(C)[C@H]1C(=O)Nc2ccccc2N1C(=O)N[C@@H](Cc1ccccc1)C(=O)N[C@@H](Cc1ccccc1)C(=O)O	7.9%	2.0%	-3.5	?	-5.8	-2.6%

In another format: entries from further up
Each structure is followed by: FBPA Giardia inh	HCV inhibitor	Cycloheximide cs	Pf growth 96h	Shiga inhibitor	Pf growth 48h
CC(C)[C@H]1C(=O)Nc2ccccc2N1C(=O)N[C@@H](Cc1ccccc1)C(=O)N[C@@H](Cc1ccccc1)C(=O)O
  7.9%	2.0%	-3.5	?	-5.8	-2.6%
COCc1ccc(CN2CCC(C(=O)Nc3cccc(-c4cscn4)c3)CC2)o1
  /	?	-2.0	5.5%	-3.9	-8.4%

Continuation.
Structure	FBPA Giardia inh	HCV inhibitor	Cycloheximide cs	Pf growth 96h	Shiga inhibitor	Pf growth 48h
CC(C)CCn1cnc2c1c(=O)n(C)c(=O)n2C	2.7%	11.8%&-3.7%	-0.4	-9.4%	-6.9	-18.4%
CNP1(NC)=Nc2nn(-c3ccccc3)c(N)c2C(c2ccccc2)=N1	0.9%	18.1%	11.5	22.1%	-13.6	-2.6%
COC(=O)C1=C(SC)N(c2ccccc2)C(c2ccccc2)CC1=O (configuration not stated)	18.0%	24.6%	3.7	-23.9%	8.6	?
Cc1ccccc1N1CC(C(=O)NC2CCCC2)CC1=O (configuration not stated)	12.8%	-8.6%	2.2	12.8%	17.5	11.7%
CCOCCN(C(=O)c1ccccc1Cl)c1cccc(C)c1C	1.0%	2.9%	-0.9	?	-1.8	0.0%
Cc1ccc(N2C(=O)c3ccc(C(=O)N4CCN(c5ccc(C)c(C)c5)CC4)cc3C2=O)cc1	1.5%	19.2%	6.1	49.5%[activator]	1.1	9.8%
COc1ccc(/C(N)=N/OC(=O)C2CCCCC2)cc1OC	/	?	50.2*	26.4%	78.2*	39.3%[activator]
O=C1c2ccccc2C(=O)N1c1cccc2cccnc12	0.0%	23.0%	-0.4	42.4%[activator]	12.9	19.3%
Cc1ccccc1NC(=S)N(Cc1cccs1)C1CCCCC1	2.1%	-4.4%	-1.2	-19.7%	32.9	?
CN(Cc1ccccc1F)c1ccc(S(=O)(=O)N2CCCC2)cn1	8.4%	-28.3%	10.0	6.7%	9.5	19.7%
CN(Cc1ccccc1)C(=O)c1ccccc1N(C)S(=O)(=O)c1ccccc1	/	6.4%	/	?	/	-11.9%
C=CCSc1nc2sc3c(c2c(=O)[nH]1)CC(C)(CC)OC3 (configuration not stated)	-19.1%	-21.2%	-2.2	16.7%	-8.4	-1.6%
CCOc1ccc(OCCNC(=O)c2oc3ccccc3c2COC)cc1	/	?	/	-8.0%	/	?
O=S(=O)(NCc1ccc2c(c1)OCO2)c1cnc[nH]1	4.1%	11.2%	-3.2	-26.3%	-8.5	/
COc1cccc(CNC(=O)CSc2cc(=O)n(C)c3ccccc23)c1	-2.6%	-7.5%	7.6	?	23.3	22.4%
CCN(CC(=O)NCc1cccs1)C(=O)c1ccc(S(=O)(=O)Nc2ccccc2Cl)cc1	/	8.4%	/	-19.4%	/	?
NC(=S)N/N=C1\CCOc2ccc(Cl)cc21	-27.6%	?	-1.6	?	-7.7	-9.8%
Cc1sc2nc(COC(=O)c3cccc(OC(F)F)c3)[nH]c(=O)c2c1C	-1.1%	-24.3%	-3.2	-20.4%	33.5	3.9%
COc1ccc(CNC(=O)c2c(C)cc(=O)oc2C)cc1	-5.7%	-13.6%	1.3	22.3%	13.2	13.0%
c1ccc(-c2nc3c(ccc4ccccc43)[nH]2)nc1	-12.4%	?	42.4*	-6.2%	94.2*	200.0%[activator]
COc1cccc(S(=O)(=O)NCc2ccc(C(=O)N3CCN(Cc4ccccc4)CC3)cc2)c1	/	10µM*	9.5	?	-22.9	-18.4%
CN(C)c1ccnc2sc3c(=O)n(-c4ccccc4)cnc3c12	-3.6%	-28.0%	12.0*	41.1%[activator]	18.6	12.1%
CCOC(=O)c1csc(NC(=O)Nc2cccc(OC)c2)n1	-0.6%	-23.1%	15.0*	4.9%	-3.3	77.8%[activator]
COC(=O)c1cc(S(=O)(=O)NCc2ccc3c(c2)OCO3)cn1C	/	11.8%	-4.3	?	-3.2	1.3%
COc1ccc(S(=O)(=O)n2nc(OC(=O)c3c(-c4ccccc4Cl)noc3C)cc2N)cc1	-17.3%	-0.5%	7.2	55.4%[activator]	-6.4	8.7%
O=S(=O)(N[C@@H]1C[C@H]2CC[C@@H]1C2)c1cccs1	1.4%[12.9 µM]	-8.1%	0.7	/	-0.3	-9.2%
COc1ccc(/C=N/S(=O)(=O)CCc2ccccc2)c(OC)c1	3.2%	17.4%	3.4	16.9%	-9.8	12.0%
COc1ccc(C(C)=O)cc1CSc1nc2ccccc2c(=O)n1-c1cccc(C)c1	0.5%	?	0.3	?	-15.9	-91.3%
O=C(COc1ccc(Br)cc1Cl)NC(=O)NC1CCCC1	/	-25.9%	/	159.1%[activator]	/	174.1%[activator]
CO/N=C/C1CCN(c2ncc(C(F)(F)F)cc2Cl)C1=O (configuration not stated)	5.5%	-27.2%	6.3	25.7%	55.7	9.7%
Cc1c(C#N)c2ccccc2n1CC(=O)N1CCCc2ccccc21	-2.7%	12.8%	-0.8	35.6%[activator]	-15.7	3.29µM*
Cc1cc(/C=C2\NC(=S)NC2=O)c(C)n1-c1cccnc1	-28.6%	16.6%	14.3	-17.0%	42.5	-15.0%
CCCc1cc(NCCCO)n2c(nc3ccccc32)c1C#N	0.3%	?	1.2	3.29µM*	-3.3	?
O=C(C1=C(O)C(=O)N(CC2CCCO2)C1c1cccnc1)c1ccco1 (configuration not stated)	-25.5%	14.9%	-3.3	27.1%	13.9	-6.6%
COc1cc(/C=N/NC(=O)Cn2ccc(C(F)(F)F)n2)cc(OC)c1OC	4.1%	?	-2.6	-2.7%	1.3	0.0%
NC(c1ccccc1)c1ccncc1 (configuration not stated)	?	18.9%	1.2	-19.1%	-4.8	4.8%
Cc1cc(-c2ccccc2)c(C#N)c(N)n1	-1.4%	7.94µM*	-3.6	-6.2%	-4.4	-1.6%
CN(C)c1nc(N)c2ncc(=S)[nH]c2n1	-21.2%	3.7%	-1.3	4.0%[5.75 µM]	1.3	3.2%[5.75 µM]
CC(=O)Nc1cc(S(=O)(=O)Nc2ccc(C)cc2)c(C)cc1C	6.4%	-11.7%	-3.1	-12.2%	-18.4	1.1%
CN1CCN(/N=C/c2ccc(N(c3ccccc3)c3ccccc3)cc2)CC1	4.3%	?	1.0	?	-6.4	?
